Hck-Nef inh: inhibitors of Nef-activated human Hck kinase, primary screen, biochemical, Z-Lyte FRET, 384-well, Hck-YEEI | Tyrosine-protein kinase HCK (Homo sapiens), P08631 | Recombinant Hck-YEEI plus Nef, Z-Lyte FRET kinase assay | inhibition, % at 20 µM | 220,000 compounds, 0.68% hits;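 active = Hck-Nef kinase inhibition above about 50%, limit read from the data; inactive = inhibition below that limit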;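 also: 0% = DMSO with Hck plus Nef and 100% = Hck alone without Nef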
Cl transport mod: KCC2 cotransporter modulators, thallium flux, primary screen, cell-based, HEK293 KCC2, FluoZin-2 fluorescence, MLSMR | Solute carrier family 12 member 5 (Homo sapiens), Q9H2X9 | KCC2 cells, thallium flux FluoZin-2 fluorescence | B-score of Tl+ flux slope (higher = more flux/activation; lower = inhibition) at 10 µM | 190,000 compounds, 2.2% hits | AID 1456, 2008;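 active = thallium flux slope and its plate-corrected score both differing from the plate sample mean at a set confidence after two filtering rounds, in either direction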;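 also: slope of fluorescence scaled to starting intensity during 10 to 20 s after thallium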
Rad51 HR inh: human RAD51 strand exchange inhibitors, primary screen, biochemical, fluorescence; inhibition, % at 10 µM; hRad51 DNA strand exchange, fluorescence dequenching; DNA repair protein RAD51 homolog 1 (Homo sapiens), Q06609; 200,000 compounds, 0.085% hits;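 active = inhibition above 40% at the single screening dose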;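 also: 0% = DMSO control wells and 100% = blanks with heterologous ssDNA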
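Material: hRad51 filaments on single-stranded DNA; Reagent: Donor/quencher-labelled 47-bp dsDNA substrate; Compound: 10 µM final, single point; Schedule: 37 °C 15-min filament assembly, 30-min compound preincubation, 15-min exchange; Technique: FRET fluorescence, excitation 485 nm, emission 520 nm; Benchmarks: control wells and blank wells on each plate.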
thrombin 1536: human alpha-thrombin inhibitors, primary screen, counter-screen for coagulation protease inhibitor project, biochemical, 1536-well, fluorogenic AMC substrate. inhibition, % at 5 µM. 220,000 compounds, 0.26% hits. Boc-VPR-AMC fluorogenic substrate cleavage. AID 1046, 2008;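 active = inhibition at or above 40%; inactive = inhibition below 40%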;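 also: 0% = enzyme with no compound and 100% = wells without enzyme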
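Material: Human alpha-thrombin protein | Buffer or medium: pH 7.5 Tris-saline with Tween 20 | Reagent: Boc-VPR-AMC substrate, 15 µM final | Schedule: Reaction at ambient temperature | Detection: AMC fluorescence at 355 nm excitation and 460 nm emission | Evaluation: Percent inhibition scaled between no-compound controls and no-enzyme blanks | Controls: no-compound enzyme wells and no-enzyme blanks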
FXIa inh 1536: human FXIa protease inhibitors, primary screen, biochemical, 1536-well. inhibition, % at 5 µM. purified FXIa, Boc-Glu-Ala-Arg-AMC fluorogenic substrate. Coagulation factor XI (Homo sapiens), P03951. 220,000 compounds, 0.14% hits;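 active = inhibition of at least 40%; inactive = inhibition below 40%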;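 also: fluorescence of freed AMC excited at 355 nm; 0% = enzyme without compound and 100% = no enzyme blank; many of its hits are not listed in these tables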
Target sequence (P03951 19-387 limits assumed): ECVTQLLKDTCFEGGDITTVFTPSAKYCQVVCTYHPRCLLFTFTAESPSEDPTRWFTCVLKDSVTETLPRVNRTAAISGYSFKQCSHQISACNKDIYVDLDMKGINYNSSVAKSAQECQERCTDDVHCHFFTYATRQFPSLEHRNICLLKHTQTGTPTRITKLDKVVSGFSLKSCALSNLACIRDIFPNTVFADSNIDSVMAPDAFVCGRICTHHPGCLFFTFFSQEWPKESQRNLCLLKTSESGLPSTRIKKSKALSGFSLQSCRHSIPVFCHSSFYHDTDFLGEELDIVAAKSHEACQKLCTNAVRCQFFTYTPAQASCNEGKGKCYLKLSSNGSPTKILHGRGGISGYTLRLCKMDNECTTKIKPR
Target sequence (P03951 388-625 limits assumed): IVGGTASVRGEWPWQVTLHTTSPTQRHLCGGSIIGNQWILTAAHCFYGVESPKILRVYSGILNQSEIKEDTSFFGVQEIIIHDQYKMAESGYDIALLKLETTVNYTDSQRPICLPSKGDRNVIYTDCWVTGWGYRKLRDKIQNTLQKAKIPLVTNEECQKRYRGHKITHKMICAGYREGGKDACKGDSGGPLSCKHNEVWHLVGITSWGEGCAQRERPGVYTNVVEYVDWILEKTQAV
TNF death inh: inhibitors of TNF-alpha triggered necroptosis, primary screen, cell-based, Jurkat FADD-/-, single concentration. 220,000 compounds, 0.068% hits. activation (protection from cell death), % at 10 µM. AID 463075, 2010. Jurkat FADD-/- TNF necroptosis rescue, ATP luminescence, 24 h; 0 = TNF only, 100 = no-TNF cells;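 active = activation, meaning protection from cell death, of at least 50% relative to plate controls; inactive = activation below 50%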;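 also: necroptosis triggered by 40 ng/mL TNF-alpha added together with compound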
zVAD death inh: inhibitors of zVAD-triggered necroptosis, primary screen, L929 cells; L929 zVAD necroptosis rescue, ATP luminescence, 24 h; with zVAD 60 µM; viability rescue, % at 10 µM; 220,000 compounds, 0.38% hits; AID 1377, 2008;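 active = activation, scaled between plate controls, above about 75%, limit read from the data; inactive = activation under that limit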;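 also: 0% = zVAD with DMSO and 100% = DMSO alone without zVAD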
KLK5 inh: human KLK5 protease inhibitors, primary screen, biochemical, 1536-well. inhibition, % at 5 µM. Kallikrein-5 (Homo sapiens), Q9Y337. recombinant hK5, fluorogenic AMC substrate cleavage. 210,000 compounds, 0.59% hits;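 active = inhibition of 40% or more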;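 also: 0% = enzyme controls without compound and 100% = no-enzyme blanks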
Target sequence (Q9Y337 67-293 limits assumed): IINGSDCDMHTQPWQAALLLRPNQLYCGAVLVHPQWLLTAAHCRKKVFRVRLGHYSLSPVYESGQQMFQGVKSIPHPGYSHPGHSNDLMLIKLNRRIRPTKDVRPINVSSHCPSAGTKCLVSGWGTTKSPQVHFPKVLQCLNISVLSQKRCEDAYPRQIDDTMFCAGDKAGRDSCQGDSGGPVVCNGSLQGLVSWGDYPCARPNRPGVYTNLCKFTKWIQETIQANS
FXIIa inh 1536: human FXIIa protease inhibitors, primary screen, biochemical, 1536-well; Coagulation factor XII (Homo sapiens), P00748; purified FXIIa, Boc-QGR-AMC fluorogenic substrate, 2 h; inhibition, % at 5 µM; 220,000 compounds, 0.3% hits; AID 800, 2007; in the data active = inhibition above about 40%;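 also: 0% = enzyme with no compound and 100% = blank without enzyme; many of its hits are not listed in these tables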
The depositor's hits bear a star; x = no result given. This is a subset (hit frequency here may not be typical).

SMILES | Hck-Nef inh | Cl transport mod | Rad51 HR inh | thrombin 1536 | FXIa inh 1536 | TNF death inh | zVAD death inh | KLK5 inh | FXIIa inh 1536
O=C(Nc1ccc(N2CCOCC2)cc1)c1cn2ccccc2n1 | 3 | x | x | -4 | 5 | -11 | 0.7 | -20 | 8
O=C1CSC(c2ccccn2)N1c1ccc(Br)cc1 (stereo not drawn) | 0 | -1.3 | 27 | -1 | 2 | 0.8 | 0.3 | x | 7
O=C(Nc1ccc(Cc2ccncc2)cc1)C1CCC(N2C(=O)C3C4C=CC(C5CC45)C3C2=O)CC1 (stereo not drawn) | 2 | -2.6 | -7 | -9 | -6 | -5.2 | 1.7 | 0 | 2
CC1CCCC(NC(=O)Nc2cccs2)C1C (stereo not drawn) | -3 | -0.14 | 8 | 0 | 2 | 1.1 | 57 | -4 | 8
O=C(CSc1ccc(Cl)cc1)Nc1cccc(-c2nnc(-c3ccco3)o2)c1 | 0 | -0.029 | -2 | 3 | 9 | 1.4 | 0.1 | -16 | 10
CC(=O)Nc1ccc(/C=C(\C#N)C(=O)NC2CCCCC2C)cc1 (stereo not drawn) | 3 | -1.6 | x | -7 | 3 | 3.5 | -0.6 | 9 | 7
COc1cccc(-c2cc(C(=O)NC3CCCC3)no2)c1 | 2 | 0.078 | -1 | 0 | -10 | 1.5 | 0.5 | -24 | 4
COC(=O)c1ccc(C(NC(=O)OCc2ccccc2)/C(C)=C/[C@@H](C)C(=O)NCc2ccc(OC)c(OC)c2)cc1 (stereo partly drawn) | 0 | -1.4 | 8 | -1 | 1 | 1.4 | 0.7 | -5 | 11
CC1CCN(C(=O)CCCOc2ccc(Cl)cc2)CC1 | 3 | -2.6 | -6 | -3 | -1 | -0.8 | 0.6 | -9 | 6
Cc1cccc(-c2noc(CCC(=O)Nc3ccccc3)n2)c1 | 7 | -2.2 | 8 | -1 | 8 | -0.6 | -0.7 | -14 | 14
COc1cccc2c(=O)n(CC(=O)Nc3cccc(F)c3)ccc12 | -1 | -0.45 | -4 | 1 | -1 | 0.0 | 2.2 | -3 | 1
CCOC(=O)CNC(=O)CSc1nnc(NC(=O)c2ccc(C)cc2)s1 | 1 | 0.29 | 2 | 1 | -2 | -0.5 | 1.2 | -20 | -5
Cc1ccc(C(=O)N/C(=C/c2ccco2)C(=O)OCN2C(=O)c3ccccc3C2=O)cc1 | 1 | -0.4 | 5 | 24 | -3 | 0.2 | 0.1 | -11 | 4
O=c1c2ccccc2c(-c2ccccc2)nn1Cc1ccccc1 | 1 | -0.074 | 3 | -9 | -9 | 0.1 | 1.4 | -5 | 0
Fc1cccc(/C=N/Nc2ncnc3nc[nH]c23)c1 | 65* | -0.12 | x | 6 | 17 | -8.4 | x | -5 | 20
Cc1ccc(NS(=O)(=O)c2ccc(NC(=O)[C@@H]3CCCC[C@@H]3C(=O)O)cc2)c(C)c1 | 0 | x | -6 | 3 | 0 | -3.1 | 0.3 | -3 | 4
CCOC(=O)Nc1ccc(S(=O)(=O)Nc2nccc(C)n2)cc1 | 1 | 1.8 | -17 | -1 | 1 | -1.9 | 0.8 | -29 | 15
CCOc1ccc(C(=O)NCC(=O)OCC(=O)Nc2ccccc2OCC)cc1 | 5 | 0.028 | -3 | 1 | -1 | -0.4 | 1.4 | -7 | 6
CCOC(=O)C1CCN(CC(=O)c2c(C)[nH]c3cc(C)ccc23)CC1 | 3 | x | 16 | -6 | 0 | -0.7 | -0.1 | 1 | 2
Cn1cnc([N+](=O)[O-])c1Sc1ccccc1 | -20 | 0.86 | -1 | 3 | 2 | -5.1 | -0.5 | -13 | 10
O=C(CSc1ncccn1)NC1CCCc2ccccc21 (stereo not drawn) | 14 | 0.31 | 3 | -24 | -7 | 0.6 | 0.3 | 0 | 6
O=C(NCCO)/C(=C\c1ccc2c(c1)OCO2)NC(=O)c1ccc(Br)cc1 | 3 | -2 | -4 | -13 | 0 | 0.9 | 0.3 | -17 | 5
CCOC(=O)c1cccc(NC(=O)CSc2nnc(COc3ccc(Cl)cc3)o2)c1 | 0 | 0.13 | -3 | 9 | 5 | -0.1 | 2.2 | 5 | 22
COc1ccc(Nc2cc(C)c3ccccc3n2)cc1 | -12 | -0.055 | 10 | 2 | 3 | 0.7 | 2.2 | -15 | 3
C=CCN(c1cccc(C(F)(F)F)c1)S(=O)(=O)c1cccc(C(=O)OCC(=O)NC)c1 | 1 | -2 | 5 | -13 | -6 | 0.8 | 0.0 | -5 | 6
(cont.)
SMILES | Hck-Nef inh | Cl transport mod | Rad51 HR inh | thrombin 1536 | FXIa inh 1536 | TNF death inh | zVAD death inh | KLK5 inh | FXIIa inh 1536
COCCNC(=O)c1cc2oc3ccccc3c2n1C | -1 | -1.2 | -6 | -11 | 4 | 0.3 | 2.6 | -11 | 8
CC(=O)Nc1ccc(S(=O)(=O)N2CC3(C)CC2CC(C)(C)C3)cc1 (stereo not drawn) | 0 | 0.89 | 17 | 1 | -4 | 0.2 | 0.2 | -7 | 2
COc1ccc(NC(=O)N2CCN(c3ccc([N+](=O)[O-])cc3)CC2)cc1OC | 8 | 0.08 | 1 | -2 | -2 | 2.8 | 0.6 | -3 | 3
C#CCN1C(=O)C(O)(CC(=O)/C=C/c2ccco2)c2ccccc21 (stereo not drawn) | 27 | -0.19 | -9 | 18 | -1 | 1.9 | -0.3 | -2 | 6
COC(=O)C(NC(C)=O)(Nc1nc(C)cs1)C(F)(F)F (stereo not drawn) | 16 | 1.2 | -1 | -7 | -4 | -1.1 | -0.3 | -28 | 3
Cc1ccnc(NC(=O)C23CC4CC(CC(C4)C2)C3)c1 | 0 | x | 5 | -2 | -2 | -0.7 | 0.3 | 4 | 0
CCN1CCN(c2ccc(NC(=O)c3ccc4c(c3)OCO4)cc2)CC1 | -10 | -0.35 | x | 3 | 7 | 2.0 | 0.4 | -2 | 14
O=C(COC(=O)/C=C/c1ccc([N+](=O)[O-])cc1)NCC1CCCO1 (stereo not drawn) | 15 | -0.67 | 20 | -11 | -6 | 4.0 | 8.0 | 3 | -4
O=C(c1ccccc1)c1ccc(CN2C(=O)c3ccccc3C2=O)o1 | -2 | -0.2 | 6 | 1 | 6 | 0.3 | -0.1 | -3 | 16
CC(=O)N(CCC(c1ccccc1)c1ccco1)Cc1cccs1 (stereo not drawn) | -1 | -1.2 | -2 | 2 | 2 | -4.5 | -0.2 | 5 | 16
O=C1c2cccc3cccc(c23)C(=O)N1CCCN1CCN(c2ccc(F)cc2)CC1 | 22 | -0.84 | 7 | x | 8 | -0.6 | -0.1 | 4 | 11
Cc1ccc(N2C(=O)C(NC(=O)c3ccccc3)(C(F)(F)F)C3=C2CC(C)(C)CC3=O)cc1 (stereo not drawn) | 5 | 0.39 | 0 | 0 | 7 | 1.3 | 0.7 | -18 | 7
COc1ccc2ccccc2c1CN1CCCC(CO)C1 (stereo not drawn) | 1 | 0.38 | 4 | 0 | -6 | 3.1 | 0.5 | 3 | 2
CCNC(=O)C(Cc1ccccc1)NC(=O)OCc1ccccc1 (stereo not drawn) | 21 | -0.15 | -15 | 1 | -5 | -0.1 | -0.6 | -5 | 7
COc1ccccc1-c1nnc(NC(=O)C2=COCCO2)o1 | -1 | 1.2 | -5 | -9 | 2 | 0.5 | -0.3 | -19 | -1
O=C(CSc1nc2ccc(Nc3nc(N4CCOCC4)nc(N4CCOCC4)n3)cc2s1)N1CCOCC1 | 3 | -0.028 | 1 | -5 | -2 | 2.9 | 2.9 | -20 | 4
COc1ccccc1NC(=O)CSc1nnc(Cn2c(=O)sc3ccccc32)n1C | -1 | -0.0015 | x | 2 | 2 | 1.6 | 0.3 | -3 | 7
CCc1cc(=O)oc2cc(C)cc(OC(C)C(=O)O)c12 (stereo not drawn) | 0 | 1.1 | -1 | -6 | -8 | -1.6 | -0.2 | -2 | -3
COc1ccc(CNC(=O)CSc2nnc(C)c(=O)[nH]2)cc1 | 2 | 0.48 | -23 | -2 | 1 | 1.6 | 0.2 | 1 | 1
CC1(C)Cc2c(C#N)c(N3CCN(C(=O)c4ccco4)CC3)nc(Cc3ccccc3)c2CO1 | 2 | x | -16 | -6 | 1 | -3.3 | -0.3 | -9 | 5
CC(C)C(=O)Nc1c(-c2ccccc2)c(=O)c2ccccc2n1C | 6 | 0.28 | -6 | 0 | -7 | 0.4 | 0.1 | 1 | 6

Gathered by group: the compounds so far containing an aryl thioether with sulfur outside any ring
SMILES | Hck-Nef inh | Cl transport mod | Rad51 HR inh | thrombin 1536 | FXIa inh 1536 | TNF death inh | zVAD death inh | KLK5 inh | FXIIa inh 1536
O=C(CSc1ccc(Cl)cc1)Nc1cccc(-c2nnc(-c3ccco3)o2)c1 | 0 | -0.029 | -2 | 3 | 9 | 1.4 | 0.1 | -16 | 10
CCOC(=O)CNC(=O)CSc1nnc(NC(=O)c2ccc(C)cc2)s1 | 1 | 0.29 | 2 | 1 | -2 | -0.5 | 1.2 | -20 | -5
Cn1cnc([N+](=O)[O-])c1Sc1ccccc1 | -20 | 0.86 | -1 | 3 | 2 | -5.1 | -0.5 | -13 | 10
O=C(CSc1ncccn1)NC1CCCc2ccccc21 (stereo not drawn) | 14 | 0.31 | 3 | -24 | -7 | 0.6 | 0.3 | 0 | 6
CCOC(=O)c1cccc(NC(=O)CSc2nnc(COc3ccc(Cl)cc3)o2)c1 | 0 | 0.13 | -3 | 9 | 5 | -0.1 | 2.2 | 5 | 22
O=C(CSc1nc2ccc(Nc3nc(N4CCOCC4)nc(N4CCOCC4)n3)cc2s1)N1CCOCC1 | 3 | -0.028 | 1 | -5 | -2 | 2.9 | 2.9 | -20 | 4
COc1ccccc1NC(=O)CSc1nnc(Cn2c(=O)sc3ccccc32)n1C | -1 | -0.0015 | x | 2 | 2 | 1.6 | 0.3 | -3 | 7
COc1ccc(CNC(=O)CSc2nnc(C)c(=O)[nH]2)cc1 | 2 | 0.48 | -23 | -2 | 1 | 1.6 | 0.2 | 1 | 1
